ADAM17 inh: ADAM17 inhibition, QFRET primary screen; recombinant ADAM17, EDANS/DABCYL FRET peptide cleavage; inhibition, % at 6.95 µM; 370,000 tested, 0.83% active;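 active = inhibition above the mean of compounds lying between control limits plus 3 SD, set per campaign, cut at about 8.5% in these data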;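 note: 0% = DMSO-only wells as the low control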
PLCg1 inh: blocks human PLC-gamma1 enzyme activity. purified PLC-gamma1, fluorogenic substrate, fluorescence. 370,000 tested, 0.84% active. inhibition, % at 12.2 µM; in the data active = inhibition above about 9.5%
DAX1 inh-1: inhibits human nuclear receptor DAX1; P51843; AID 504766; 340,000 tested, 0.99% active; HEK293 Gal4-DAX1 luciferase reporter, luminescence; inhibition, % at 6.75 µM;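 active = inhibition above the mean over all tested compounds plus 3 SD, cut at about 4.2% in these data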;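 note: 0% = DAX1-transfected cells with DMSO and 100% = empty-vector control cells with DMSO; inhibition shows as a rise in luminescence from relieved DAX1 repression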
Target sequence (P51843 207-470 limits assumed): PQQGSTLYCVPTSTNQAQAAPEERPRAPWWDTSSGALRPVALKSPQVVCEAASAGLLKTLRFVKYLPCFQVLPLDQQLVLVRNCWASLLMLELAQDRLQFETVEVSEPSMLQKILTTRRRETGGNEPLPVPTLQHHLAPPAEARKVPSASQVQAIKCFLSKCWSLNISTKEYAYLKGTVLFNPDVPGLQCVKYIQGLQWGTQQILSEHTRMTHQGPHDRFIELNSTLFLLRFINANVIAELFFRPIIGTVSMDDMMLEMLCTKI
SMARCA2 activ: SMARCA2 function activation, primary screen | MG213 cells, MMTV-luciferase reporter, dexamethasone, overnight | activation, % at 9.1 µM | 370,000 tested, 1% active; in the data active = activation above about 7.8%;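 note: 0% = vehicle wells and 100% = reference activator wells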
hgDAF-12 ag: agonists of H. glycines DAF-12 nuclear receptor; HEK293 GAL4-hgDAF12 UAS-luciferase reporter, agonist luminescence; normalized to butyrate control; 370,000 tested, 1.8% active; activation, % at 6.8 µM;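 active = activation above a cutoff set at the mean of all screened compounds plus 3 SD, cut at about 10% in these data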;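 note: 0% = DMSO wells and 100% = sodium butyrate wells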
NR1D1 modulator: Rev-erb alpha (human) modulation. P20393. 370,000 tested, 0.79% active. Rev-erbα–FITC-DNA binding, fluorescence polarization, 90 min. activity, % at 10 µM;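 active = activity above about 14%, limit read from the data; passing the limit was not always enough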;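 note: 0% = DMSO wells with 35 nM protein and 100% = DMSO wells with 750 nM protein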
MBD2 DNA inh: MBD2-methylated oligo binding inhibition. Q9UBB5. TR-FRET, MBD2 binding to methylated oligonucleotide. inhibition, % at 4.4 µM. 370,000 tested, 0.31% active; in the data active = inhibition above about 13%
Target sequence (Q9UBB5 whole entry, looked up): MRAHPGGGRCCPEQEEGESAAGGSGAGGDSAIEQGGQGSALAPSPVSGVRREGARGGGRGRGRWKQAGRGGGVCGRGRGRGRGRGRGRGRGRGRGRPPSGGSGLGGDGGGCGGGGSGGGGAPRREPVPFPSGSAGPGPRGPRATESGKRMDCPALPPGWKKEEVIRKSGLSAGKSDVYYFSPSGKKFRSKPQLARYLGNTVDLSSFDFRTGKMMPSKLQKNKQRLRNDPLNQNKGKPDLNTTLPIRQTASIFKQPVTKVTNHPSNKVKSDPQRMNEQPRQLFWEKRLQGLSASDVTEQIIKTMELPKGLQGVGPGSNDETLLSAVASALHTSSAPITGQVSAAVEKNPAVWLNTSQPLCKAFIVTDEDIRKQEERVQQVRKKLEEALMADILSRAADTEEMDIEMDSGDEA
hcDAF-12 act: H. contortus DAF-12 activation, primary screen; AID 652067; 370,000 tested, 1.4% active; activation, % at 6.8 µM; HEK293 hcDAF-12 lit1-tk-luc reporter, luminescence; 0% DMSO, 100% Δ7-dafachronic acid;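 active = activation above the mean of all tested compounds plus 3 SD, cut at about 5.5% in these data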;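 note: 100% = response to 3 µM Δ7-dafachronic acid high control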
ssDAF-12 act: activates DAF-12 receptor from parasite S. stercoralis; HEK293 ssDAF-12/GRIP1 lit1-tk-luc reporter, luminescence; % of 3 µM dafachronic acid response; activation, % at 6.8 µM; 370,000 tested, 1% active; AID 652126;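 active = activation above the mean over all tested compounds plus 3 SD, cut at about 0.9% in these data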;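 note: 0% = DMSO-only wells and 100% = 3 µM delta7-dafachronic acid wells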
PLC-beta3 inh: blocks human PLC-beta3 enzyme activity. Q01970. 370,000 tested, 0.18% active. AID 720704. Purified PLC-beta3, fluorogenic substrate, fluorescence. inhibition, % at 12.2 µM; in the data active = inhibition above about 11%;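 note: 0% = median of compound wells on plate and 100% = full blocker control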
DAX1 inh-2: blocks DAX1 repression of SF-1 activated StAR promoter; AID 652010; HEK293T StAR-luciferase reporter, SF-1/DAX-1 repression relief; inhibition, % at 6.8 µM; 370,000 tested, 1.1% active;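 active = inhibition above the mean over all tested compounds plus 3 SD, cut at about 3.6% in these data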;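 note: 0% = DAX-1 cells with DMSO and 100% = cells lacking DAX-1 with DMSO; higher inhibition means more luminescence from relief of DAX-1 repression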
* marks the source's active call; other numbers are inactive results; i = inactive; · = not tested or not shown.

Screens in order – ADAM17 inh | PLCg1 inh | DAX1 inh-1 | SMARCA2 activ | hgDAF-12 ag | NR1D1 modulator | MBD2 DNA inh | hcDAF-12 act | ssDAF-12 act | PLC-beta3 inh | DAX1 inh-2
> O=C(/C=C/Nc1ccc(Oc2ccccc2)cc1)c1ccco1
    -5 | -137 | 0.6 | 3 | 13* | 4 | 4 | 4.3 | 0.7 | -158 | 3.8*
> CCCN(CCC(=O)Nc1cc(OC)cc(OC)c1)CC1CC1
    -7 | -8 | 0.7 | 0 | 1.2 | 5 | 0 | -1.6 | -1.4 | -11 | 0.7
> CC(=O)c1sc(NC(=O)C(C)(C)C)nc1C
    -1 | 5 | 0.2 | 1 | 3.6 | 5 | -5 | -0.2 | -1.1 | 4 | 0.1
> CSc1nccc(-c2cc(Cl)sc2Cl)n1
    0 | -3 | -0.5 | 0 | -0.1 | 0 | 0 | -1.0 | -0.8 | 0 | 0.5
> COc1cc(CNc2nc(C)c([N+](=O)[O-])c(C)c2C#N)cc(OC)c1OC
    -1 | 0 | -1.5 | -5 | -4.6 | 1 | 5 | -2.8 | -2.4 | -1 | -2.1
> COC(=O)c1ccccc1NC(=O)CSc1nc2ccsc2c(=O)n1CCCCC(=O)O
    0 | 1 | -0.3 | 3 | 0.8 | 6 | -7 | -2.2 | -0.5 | 1 | -1.0
> CC(Oc1ccc(Cl)cc1)C(=O)Nc1nccs1 (stereo not given)
    -7 | -2 | 2.4 | 0 | 1.0 | -2 | 3 | -0.7 | -0.8 | 1 | -0.3
> CC1Cc2ccccc2N1S(=O)(=O)c1cccc(C(=O)OCC(=O)N2CCOCC2)c1 (stereo not given)
    -6 | 3 | 0.4 | -2 | -2.0 | 4 | -1 | 2.7 | -1.0 | 5 | -0.6
> COc1ccc(CNC(=O)CNC(=O)c2sc3ccccc3c2Cl)cc1OC
    -3 | -2 | -0.9 | 2 | -1.1 | 2 | -6 | -1.6 | -1.4 | -5 | -0.3
> CCCCNC(=O)Nc1ccnn1C1CCCCC1
    -3 | 4 | -1.2 | 0 | 2.3 | 4 | 5 | 0.9 | -1.2 | 5 | 0.2
> c1ccc(CSc2nnc(-c3ccccn3)n2-c2ccccc2)cc1
    -2 | 1 | 2.9 | 4 | -3.9 | 0 | -5 | -1.0 | -1.1 | -2 | -0.9
> COc1ccc(CNCc2ccc(C)cc2)c(OC)c1
    -2 | 0 | 0.8 | -1 | -1.0 | 1 | -3 | -1.6 | -0.9 | -1 | -0.3
> CC(C)C1C(=O)N(Cc2cn(CCC3OCCO3)nn2)CCS(=O)(=O)N1Cc1ccc(-c2cccc(N(C)C)c2)cc1 (stereo not given)
    -12 | -13 | -1.0 | -3 | 3.3 | 8 | 0 | -2.8 | -1.4 | -23 | -0.1
> Cc1ccccc1Nc1nnc(SCC(=O)Nc2ncc(C(F)(F)F)cc2Cl)s1
    -3 | 1 | 1.5 | 0 | -1.7 | 7 | 1 | -0.9 | -1.5 | -2 | -0.6
> COc1ccc(OC)c(/C=C/C(=O)c2ccc(Cl)cc2)c1
    1 | -25 | -0.8 | -4 | -0.2 | -3 | 0 | -2.1 | -1.4 | -40 | -1.5

One compound at a time, as listed above:
Profile of COc1cc(CNc2nc(C)c([N+](=O)[O-])c(C)c2C#N)cc(OC)c1OC = ADAM17 inh: -1; PLCg1 inh: 0; DAX1 inh-1: -1.5; SMARCA2 activ: -5; hgDAF-12 ag: -4.6; NR1D1 modulator: 1; MBD2 DNA inh: 5; hcDAF-12 act: -2.8; ssDAF-12 act: -2.4; PLC-beta3 inh: -1; DAX1 inh-2: -2.1
Profile of Cc1ccccc1Nc1nnc(SCC(=O)Nc2ncc(C(F)(F)F)cc2Cl)s1 = ADAM17 inh: -3; PLCg1 inh: 1; DAX1 inh-1: 1.5; SMARCA2 activ: 0; hgDAF-12 ag: -1.7; NR1D1 modulator: 7; MBD2 DNA inh: 1; hcDAF-12 act: -0.9; ssDAF-12 act: -1.5; PLC-beta3 inh: -2; DAX1 inh-2: -0.6

(cont.)
Screens in order – ADAM17 inh | PLCg1 inh | DAX1 inh-1 | SMARCA2 activ | hgDAF-12 ag | NR1D1 modulator | MBD2 DNA inh | hcDAF-12 act | ssDAF-12 act | PLC-beta3 inh | DAX1 inh-2
> CN(C(=O)COc1ccc2c(-c3ccccc3)cc(=O)oc2c1)C1CCS(=O)(=O)C1 (stereo not given)
    -7 | -4 | -0.6 | -1 | 1.6 | 3 | -3 | -1.0 | -0.8 | -17 | -0.6
> COc1cc2oc(=O)ccc2c(OC)c1CC(O)C(C)(C)O (stereo not given)
    -27 | -152 | 0.8 | 2 | 0.2 | -2 | -1 | -1.3 | -1.7 | -239 | -0.2
> CCOc1cccc(C(=O)NC(c2ccccc2)C(C)C)c1 (stereo not given)
    -1 | 0 | -1.2 | -3 | 0.0 | 3 | -2 | -0.5 | -1.5 | -4 | -0.9
> CC1(C)CN(C2CCCCC2)C(=O)[C@H]1CC(=O)Nc1ccccc1
    -5 | 2 | -0.6 | -5 | -4.3 | -1 | -3 | 1.8 | -0.6 | 4 | -0.5
> COc1ccc(C(=O)N/C(=C\c2ccccc2)C(=O)Nc2ccc(C(=O)NCC(=O)O)cc2)cc1
    -2 | -1 | 1.0 | 1 | 1.0 | -1 | -6 | 0.2 | -0.2 | -5 | 0.2
> CCCNC(=O)c1c(NC(=O)C2COc3ccccc3O2)sc2c1CCCC2 (stereo not given)
    0 | -2 | -0.3 | 2 | -2.9 | 49* | 0 | -0.5 | -1.2 | 4 | 0.1
> CC1(O)CC(c2ccc(Cl)cc2)=NN1C(=O)c1ccc([N+](=O)[O-])cc1 (stereo not given)
    5 | 4 | -0.9 | 0 | 0.7 | 11 | -3 | -0.6 | -1.5 | 7 | -0.4
> COC(=O)C1CCN(C(=O)CN2C(=O)NC3(CCC(C)CC3)C2=O)CC1 (stereo not given)
    -4 | 3 | 2.5 | -6 | -1.4 | -1 | -1 | 1.5 | -1.4 | 0 | 0.5
> Clc1ccc(/C=C\c2nccc3c2[nH]c2ccccc23)cc1
    -84 | -322 | 1.1 | 0 | 9.2 | 8 | 2 | 5.7* | 0.0 | i | 1.1
> Cc1ccc(NS(=O)(=O)c2c(C)[nH]c(=O)[nH]c2=O)c(C)c1
    -7 | -7 | 0.1 | -3 | -0.5 | 5 | 2 | -0.7 | -0.8 | -5 | -0.3
> COc1ccccc1Nc1nc(-c2sc(NC(=O)c3ccco3)nc2C)cs1
    0 | -43 | -0.8 | 1 | 0.2 | 0 | 6 | -2.5 | -1.9 | -67 | -0.6
> c1ccc2c(OCCCCN3CCOCC3)cccc2c1
    -2 | 2 | 0.3 | 0 | 0.5 | 0 | 0 | -0.2 | -0.7 | -6 | -1.0
> CCc1nccn1CCC(=O)N1CCCC(Nc2ccc(C(C)C)cc2)C1 (stereo not given)
    -1 | 2 | 0.2 | 3 | -2.8 | 1 | 1 | -1.3 | -0.7 | -5 | -1.6
> CC(C)(CNC(=O)CC1C(=O)NCCN1Cc1cccc(F)c1F)N1CCOCC1 (stereo not given)
    -6 | -5 | 0.0 | -1 | -0.7 | 0 | 4 | -1.6 | -0.6 | -12 | -0.6
> O=C(NCc1ccccc1F)C1CCC(CNS(=O)(=O)c2cccc3cccnc23)CC1 (stereo not given)
    -1 | 2 | · | -2 | -1.4 | 4 | 0 | -0.2 | -1.4 | 1 | -0.6
> Cc1nn2c(NCCCN(C)C)c3c(nc2c1-c1ccccc1)CCCC3
    -2 | -89 | 1.1 | 0 | -2.4 | 3 | 2 | -1.4 | -1.8 | -122 | -0.8
> Cc1ccccc1OCCNC(=O)c1ccc2ccccc2n1
    1 | 0 | 2.6 | 7 | 15* | 5 | 1 | 2.2 | -0.4 | -1 | 3.1
> O=C(NCc1ccco1)c1cccc(S(=O)(=O)N2CCCC2)c1
    -3 | 0 | 1.1 | 0 | 1.6 | 4 | 5 | 0.0 | -1.0 | -7 | 0.3
> O=c1nc(N(c2ccccc2)c2ccccc2)[nH]c(=O)[nH]1
    2 | 2 | 1.9 | 5 | 1.6 | -2 | -3 | 0.9 | -1.2 | 4 | -0.4
> CN(C)C(=O)CCC(=O)N(C)CC1CCCN(CCc2ccc(F)cc2)C1 (stereo not given)
    -4 | -5 | 2.2 | 7 | 7.7 | 0 | -3 | 3.6 | 0.2 | -9 | -0.2
> O=C(Oc1ccc(Cl)c2cccnc12)N1CCCCCC1
    -12 | -4 | -0.7 | 3 | 2.0 | -5 | 6 | -1.7 | -0.4 | -8 | 0.5
> CCCC(=O)N1CCN(c2ccc([N+](=O)[O-])cc2Cl)CC1
    0 | 2 | 1.9 | -2 | -1.4 | 2 | 0 | -2.5 | -1.3 | 4 | -0.5
> O=C(N/N=C/c1ccccc1C(=O)O)c1ccccc1Br
    -4 | 1 | -0.6 | 6 | 1.4 | 3 | 4 | -0.5 | -0.9 | -3 | 0.3
> CCOC(=O)C1=C(N)Oc2c(oc(CO)cc2=O)C1c1c(F)cccc1Cl (stereo not given)
    0 | 3 | -1.4 | 4 | 0.3 | 1 | -2 | -1.9 | -1.5 | 2 | -0.2
> CC1CCCCN1S(=O)(=O)c1ccc(S(=O)(=O)N2CCCC2)cc1 (stereo not given)
    -2 | 4 | -1.4 | 8.9* | -0.1 | 3 | -2 | -1.0 | -0.8 | 1 | 0.3
> CC(=O)c1cccc(NC(=O)COC(=O)CCNS(=O)(=O)c2ccccc2)c1
    -2 | 0 | -0.7 | 6 | 1.5 | 0 | -5 | 2.0 | -1.0 | 2 | 0.0
> CN(C)Cc1cccc([N+](=O)[O-])c1O
    -1 | 1 | -0.2 | 3 | 3.7 | -1 | 0 | -0.7 | -1.5 | -1 | 0.5
> CC(=O)c1sc(NC(=O)CCN2C(=O)C3CC=CCC3C2=O)nc1-c1ccccc1 (stereo not given)
    -7 | -3 | -0.2 | -3 | -0.1 | 1 | -3 | 0.7 | -1.1 | -9 | -2.0
> COc1cc(CNCC(O)c2ccccc2)ccc1OCc1ccc(Cl)nc1 (stereo not given)
    7 | 5 | -0.5 | 1 | 0.2 | -3 | 1 | -1.7 | -1.5 | 6 | -0.1
> COCCNC(=O)c1ccccc1NC(=O)Cc1ccccc1[N+](=O)[O-]
    -2 | -1 | 1.4 | 0 | 4.7 | 4 | -2 | -0.5 | -0.9 | 4 | 0.1
> O=S(=O)(NCCc1ccncc1)c1ccccc1
    -2 | -2 | -0.5 | -2 | -0.2 | -4 | 1 | -0.2 | -0.4 | 6 | 1.4
> Cc1ccc(C(=O)N2CCN(c3ccc(C(F)(F)F)cn3)CC2)c(C)c1
    -5 | 0 | -1.4 | -1 | -0.9 | 0 | -2 | -2.1 | -1.3 | -2 | 0.5
> CC(C)(C)[C@H]1COC(=O)[C@@H](Cc2ccc(F)cc2)C/C=C\C[C@@H](CC(=O)N[C@H](CO)Cc2ccccc2)C(=O)N1
    -6 | -1 | -1.3 | 2 | -0.5 | 4 | 4 | -1.9 | -1.0 | 3 | -0.5
> CCn1c(C)nc2cc(C(=O)NNC(=O)c3ccc(Cl)nc3)ccc21
    0 | -1 | 1.7 | 0 | 1.0 | 3 | 2 | 1.6 | -0.4 | 3 | 0.1
> O=C(Cc1n[nH]c(=O)c2ccccc12)NCc1ccccn1
    -6 | 3 | -0.7 | -2 | 1.0 | 4 | 6 | -0.5 | -0.9 | 0 | 0.7
> CCOC(=O)c1cnc(SCC(=O)NNC(=O)c2ccco2)nc1N
    -4 | -2 | -2.0 | -4 | 0.8 | 5 | 5 | -0.8 | -0.8 | -7 | -0.4

Screening results from PubChem BioAssay.
